# PG9 binder = binders of HIV-1 gp120 antibody PG9, primary screen, biochemical, TR-FRET | AID 624416, 2012 | HIV-1 gp120 / PG9 antibody interaction | TR-FRET gp120-PG9 antibody binding | 360,000 compounds, 0.43% hits | inhibition, % at 6.7 µM; in the data active = inhibition above about 8.5%
# hgDAF-12 ag = H. glycines DAF-12 receptor agonists, primary screen, cell-based, luminescence, HEK293, GAL4 fusion, UAS-luciferase | Nuclear hormone receptor DAF-12 (Heterodera glycines), GAL4 fusion | activation, % at 6.8 µM | 370,000 compounds, 1.8% hits | AID 687014, 2013 | HEK293 GAL4-hgDAF12 UAS-luciferase reporter, agonist luminescence; normalized to butyrate control;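 active = activation above a cutoff set at the mean of all screened compounds plus 3 SD, cut at about 10% in these data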;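 note: 0% = DMSO wells and 100% = sodium butyrate wells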
# HGIII-sPLA2 inh = human group III sPLA2 inhibitors, primary screen, biochemical, QFRET, BODIPY PC-A2 liposome substrate; QFRET BODIPY PC-A2 liposome hydrolysis, fluorescence; inhibition, % at 12.2 µM; Group 3 secretory phospholipase A2 (Homo sapiens), Q9NZ20; AID 743126, 2013; 370,000 compounds, 0.56% hits;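 active = inhibition above mean plus 3 SD of compounds lying within the high and low control bounds, cut at about 19% in these data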;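 note: 0% = median of test compound wells and 100% = no enzyme DMSO wells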
# Rev-erbA mod = modulators of Rev-erb alpha DNA binding, primary screen, biochemical, FITC-DNA, fluorescence polarization, uHTS; AID 1259318, 2017; activity, % at 10 µM; 370,000 compounds, 0.79% hits; Rev-erbα–FITC-DNA binding, 90 min;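 active = activity above about 14%, limit read from the data; passing the limit was not always enough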;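 note: 0% = DMSO wells with 35 nM protein and 100% = DMSO wells with 750 nM protein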
# Target sequence (P20393 whole entry, looked up): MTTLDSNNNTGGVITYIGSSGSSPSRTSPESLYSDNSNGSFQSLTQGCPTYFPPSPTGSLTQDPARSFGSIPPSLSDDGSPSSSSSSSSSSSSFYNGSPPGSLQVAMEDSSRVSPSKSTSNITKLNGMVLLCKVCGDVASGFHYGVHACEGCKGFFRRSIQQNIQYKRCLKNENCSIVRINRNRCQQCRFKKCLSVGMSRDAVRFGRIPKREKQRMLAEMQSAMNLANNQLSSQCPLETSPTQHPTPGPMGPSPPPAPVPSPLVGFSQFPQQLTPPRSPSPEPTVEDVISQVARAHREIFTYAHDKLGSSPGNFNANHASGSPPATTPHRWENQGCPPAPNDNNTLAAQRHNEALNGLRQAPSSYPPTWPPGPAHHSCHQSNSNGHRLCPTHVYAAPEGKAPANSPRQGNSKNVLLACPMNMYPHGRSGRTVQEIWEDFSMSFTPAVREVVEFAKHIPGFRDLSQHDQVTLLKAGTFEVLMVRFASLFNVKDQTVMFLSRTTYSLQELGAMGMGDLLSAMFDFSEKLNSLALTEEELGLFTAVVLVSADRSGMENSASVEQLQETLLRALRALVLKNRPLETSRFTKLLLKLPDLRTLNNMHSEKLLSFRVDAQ
# DAX1 inh-1 = DAX1 (NR0B1) inhibitors on StAR promoter, primary screen, cell-based, luminescence, SF-1 (NR5A1), full-length DAX-1 | HEK293T StAR-luciferase reporter, SF-1/DAX-1 repression relief | inhibition, % at 6.8 µM | 370,000 compounds, 1.1% hits | AID 652010, 2013;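 active = inhibition above the mean over all tested compounds plus 3 SD, cut at about 3.6% in these data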;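 note: 0% = DAX-1 cells with DMSO and 100% = cells lacking DAX-1 with DMSO; higher inhibition means more luminescence from relief of DAX-1 repression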
# hcDAF-12 act = H. contortus DAF-12 nuclear receptor activators, primary screen, cell-based, luminescence, HEK293, lit1-tk-luc reporter; HEK293 hcDAF-12 lit1-tk-luc reporter; 0% DMSO, 100% Δ7-dafachronic acid; AID 652067, 2013; activation, % at 6.8 µM; 370,000 compounds, 1.4% hits;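 active = activation above the mean of all tested compounds plus 3 SD, cut at about 5.5% in these data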;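 note: 100% = response to 3 µM Δ7-dafachronic acid high control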
# DAX1 inh-2 = DAX1 (NR0B1) inhibitors, primary screen, cell-based, HEK293, Gal4-DAX1, luciferase luminescence; inhibition, % at 6.75 µM; Nuclear receptor subfamily 0 group B member 1 (Homo sapiens), P51843; 340,000 compounds, 0.99% hits; HEK293 Gal4-DAX1 luciferase reporter; AID 504766, 2011;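 active = inhibition above the mean over all tested compounds plus 3 SD, cut at about 4.2% in these data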;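 note: 0% = DAX1-transfected cells with DMSO and 100% = empty-vector control cells with DMSO; inhibition shows as a rise in luminescence from relieved DAX1 repression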
# Target sequence (P51843 207-470 limits assumed): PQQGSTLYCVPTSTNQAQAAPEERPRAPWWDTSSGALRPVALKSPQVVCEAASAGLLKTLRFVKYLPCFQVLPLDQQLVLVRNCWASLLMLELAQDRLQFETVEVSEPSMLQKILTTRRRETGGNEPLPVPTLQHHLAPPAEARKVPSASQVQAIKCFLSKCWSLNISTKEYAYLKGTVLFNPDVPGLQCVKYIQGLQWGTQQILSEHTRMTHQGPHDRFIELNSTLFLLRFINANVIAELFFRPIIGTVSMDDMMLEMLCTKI
# PLC-beta3 inh = human PLC-beta3 inhibitors, primary screen, biochemical, fluorescence. 1-phosphatidylinositol 4,5-bisphosphate phosphodiesterase beta-3 (Homo sapiens), Q01970. Purified PLC-beta3, fluorogenic substrate. inhibition, % at 12.2 µM. 370,000 compounds, 0.18% hits; in the data active = inhibition above about 11%;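 note: 0% = median of compound wells on plate and 100% = full blocker control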
# ssDAF-12 act = S. stercoralis DAF-12 nuclear receptor activators, primary screen, cell-based, luminescence, HEK293, GRIP1 co-expression, lit1-tk-luc. activation, % at 6.8 µM. Nuclear hormone receptor DAF-12 (Strongyloides stercoralis). HEK293 ssDAF-12/GRIP1 lit1-tk-luc reporter; % of 3 µM dafachronic acid response. 370,000 compounds, 1% hits;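 active = activation above the mean over all tested compounds plus 3 SD, cut at about 0.9% in these data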;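 note: 0% = DMSO-only wells and 100% = 3 µM delta7-dafachronic acid wells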
# SMARCA2 act = SMARCA2 (BRM) function activators, primary screen, cell-based, luminescence, high throughput; MG213 cells, MMTV-luciferase reporter, dexamethasone, overnight; 370,000 compounds, 1% hits; activation, % at 9.1 µM; in the data active = activation above about 7.8%;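 note: 0% = vehicle wells and 100% = reference activator wells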
# FXN GAA850 act = FXN promoter activators, primary screen, cell-based, luciferase luminescence, HEK293 lucGAA850 | HEK293 lucGAA850 FXN promoter luciferase reporter, 24 h; percent of 10 µM SAHA response | activation, % at 6 µM | 360,000 compounds, 0.56% hits;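 active = activation above the average of all compounds screened plus 3 SD, cutoff fixed separately per campaign, cut at about 7.5% in these data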;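 note: 0% = DMSO wells and 100% = 10 µM SAHA wells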
# The depositor's hits bear a star; i = inactive; nt = not tested or not shown.
SMILES,PG9 binder,hgDAF-12 ag,HGIII-sPLA2 inh,Rev-erbA mod,DAX1 inh-1,hcDAF-12 act,DAX1 inh-2,PLC-beta3 inh,ssDAF-12 act,SMARCA2 act,FXN GAA850 act
O=C1c2ccccc2C(=O)N1CCCc1nc(-c2ccccn2)no1,1.8,-0.4,6,-3,-0.2,0.1,1.1,0,-0.8,-2,-0.5
CCCS(=O)(=O)N1CCCC(C(=O)NCCc2ccc(Cl)cc2)C1 (configuration not stated),0.0,1.4,-1,1,0.4,-0.7,-0.6,0,-0.9,2,2.5
COc1ccc(CNC(=O)CCCC2=NS(=O)(=O)c3ccccc3N2)cc1,-0.9,-2.2,1,-2,-0.2,0.8,-0.2,-4,-0.9,1,0.1
CCOc1ccc(/C=C2\NCCc3cc(OCC)c(OCC)cc32)cc1OCC,nt,0.0,-78,-9,-3.6,-4.3,nt,-407,-1.9,-4,nt
CCN(CC)C(=S)Nc1ccc(C(=O)OC)cc1,-0.2,-4.5,2,-2,-0.1,-1.3,1.7,-3,-1.9,-2,1.5
CC(=N)c1c(O)c2ccccc2oc1=O,-1.9,-1.1,-2,-1,-0.1,1.2,-1.7,0,-1.2,0,1.3
COc1cc(/C=C/C(=O)O)ccc1O,-0.8,-0.2,13,-10,0.6,0.0,1.9,-7,-1.0,-2,16*
O=C1/C(=C/c2cccc(Cl)c2)SC(=S)N1CCC(=O)N1CCCCC1CCO (configuration not stated),-2.6,1.6,-15,6,0.9,-0.2,-0.7,-4,-1.5,1,-2.6
Cc1cccc(N(CC(O)CN2CCOCC2)S(=O)(=O)c2ccccc2)c1 (configuration not stated),0.8,0.4,3,-1,-0.4,-1.1,0.6,-9,-1.1,-3,-1.0
CCC(C(=O)Nc1c[nH]c(=O)[nH]c1=O)c1ccccc1 (configuration not stated),-0.9,4.0,-2,-2,-0.2,-0.3,0.8,5,-1.0,3,1.9
CC(C)Nc1nc(NC(C)C)nc(SCC(N)=O)n1,1.3,-2.4,9,-5,-0.5,-0.2,-0.2,1,-1.2,-5,1.4
COc1ccccc1C1CC(c2ccc(Cl)cc2)Nc2ncnn21 (configuration not stated),-0.2,-2.5,-4,2,-0.5,-0.9,0.5,-22,-1.4,1,-1.1
COC(=O)c1cc(S(=O)(=O)N2CCC(c3cc(OC)ccc3OC)C2)c[nH]1 (configuration not stated),-0.5,-4.3,-9,3,-6.8,-2.7,-1.0,-5,-1.8,-2,-2.2
O=C(NC(c1ccccc1)c1ccc2ccccc2n1)C1CCN(CCOc2ccc(Cl)cc2)CC1 (configuration not stated),-0.6,4.3,-13,-1,-0.2,0.2,nt,1,-1.3,-4,0.2
C/C(=N\NC(=O)c1ccccc1O)C1C(=O)c2ccccc2C1=O,-3.7,10,-10,0,2.5,6.9*,1.5,-10,-0.1,5,2.1
COc1ccc2cc(C(=O)O)ccc2c1,2.6,3.8,-4,4,-0.3,0.1,1.0,-1,-1.2,1,1.4
CC1CCCN(C(=O)c2cccc(S(=O)(=O)N3CCCc4ccccc43)c2)C1 (configuration not stated),-2.7,-0.5,3,-3,-1.4,0.5,-2.3,-10,-1.6,-2,0.6
CCn1c(SCC(=O)Nc2nccs2)nnc1-c1ccc(C)cc1,0.3,0.6,-4,4,-0.7,-1.2,-2.1,0,-2.1,-1,0.8
O=C(NCC1COc2ccccc2O1)c1cccs1 (configuration not stated),-0.9,3.8,4,1,0.7,-0.1,0.3,-2,-1.0,4,0.8
CC(=O)c1cnc(SCc2ccc(Cl)cc2)nc1C,0.2,1.1,-2,8,0.2,-0.2,1.5,-8,-1.4,-1,3.2
COC(=O)c1cc(=O)n(Cc2ccc(OC)cc2)c(=NCc2ccc(OC)cc2)s1,-0.9,3.5,0,0,0.2,-0.8,-0.3,1,-0.7,2,2.7
CC1CCCN(C(=O)COc2ccc(NC(=O)c3cccs3)cc2)C1 (configuration not stated),-2.0,1.4,-8,-8,0.4,-0.9,-0.7,3,0.1,-5,-0.2
Cc1cc(N2CCC(C)CC2)nc(NCc2ccccc2)n1,-0.6,-0.7,0,7,-1.3,-0.7,0.8,-1,-1.8,-4,-1.3
CCCCNc1c(-c2cccc(-c3ccc(OC)cc3)c2)nc2cc(C)ccn12,-0.2,-2.7,-1,0,-1.4,-3.1,-1.7,i,-2.0,3,-1.4
CCC(C)C(=O)Nc1nnc(SCC(=O)NC(C)(C)C)s1 (configuration not stated),-0.6,1.7,6,-6,0.0,0.1,0.4,-1,-1.4,-1,1.5
CC(NC(=O)c1ccccc1NC(=O)c1ccco1)c1ccccc1 (configuration not stated),1.1,-2.9,-4,21*,0.1,1.2,1.9,-1,-1.3,6,1.4
c1ccc2oc(-c3[nH]ncc3CN(Cc3ccncc3)CC3CCCO3)cc2c1 (configuration not stated),1.1,-3.5,-10,-6,0.3,0.1,-0.7,-18,-1.8,-1,-0.3
O=C(NCc1ccccn1)c1ccc(COc2ccc(Cl)cc2)o1,0.1,-2.7,-3,-3,-0.2,-1.3,0.2,1,-0.4,-2,0.3
C[C@]12Cc3ccccc3C1CC1=N[C@@H](c3ccccn3)O[C@@]13C[C@@H]2C(=O)N3C1CCN(Cc2ccccc2)CC1 (some centres not stated),1.9,2.1,-1,8,1.4,0.8,nt,-10,-0.6,3,nt
OC1(c2cccnc2)CCN(Cc2nnnn2C2CCCCC2)CC1,-1.0,-0.9,0,0,-0.9,-0.4,2.3,3,-0.7,-2,0.7
Cc1ccc(-n2nc(C)c3c(C)onc3c2=O)cc1,-0.9,0.1,10,-4,0.1,-0.8,1.2,-5,-1.7,-6,-1.0
CCN(Cc1ccccc1)S(=O)(=O)c1ccccc1Br,0.6,1.2,7,8,-0.4,-2.8,-1.4,1,-0.8,-5,-2.6
COc1ccc(CCN(C)C(=O)CSc2nnc(-c3ccco3)o2)cc1OC,-0.8,0.8,5,1,0.6,0.1,0.9,-6,-0.3,2,0.7
CCC(C)CN1CCC(CO)(Cc2ccccc2Cl)CC1 (configuration not stated),-2.6,1.0,-5,-6,-0.3,-0.6,-0.6,1,-0.8,1,0.8
CN(C)C(=O)c1ccc(-n2cccn2)nc1,-0.8,0.2,0,-2,0.8,-0.6,0.1,1,-1.4,1,2.6
COc1ccccc1COC(=O)c1cccc(S(=O)(=O)N(C)Cc2ccccc2)c1,nt,-2.1,-13,-2,-1.3,1.1,nt,-7,-0.7,-1,nt
COc1ccccc1OCC(=O)Nc1ccc(CSc2ccccc2)cc1C,-1.2,0.2,4,4,-0.3,-1.9,-0.5,-1,-1.1,-2,0.6
O=C(COC(=O)c1ccccc1[N+](=O)[O-])c1ccc(C2CCCCC2)cc1,-0.4,-2.5,-2,5,-1.3,-1.0,-2.4,4,-1.3,-1,-5.2
CC(=NNC(=S)N1CCCCC1)c1ccccn1,-1.0,2.4,2,5,-3.8,-0.7,-2.3,-1,-1.1,-5,-6.6
CC(C)C(C)NC(=O)CN1C(=O)NC(C)(c2ccc3ccccc3c2)C1=O (configuration not stated),0.1,-4.1,2,-4,-0.3,-0.2,0.8,-5,-1.4,-1,2.4
CC(C)OC(=O)CSc1nnc(-c2ccccn2)n1C,1.9,1.1,2,-1,-0.4,-0.5,-0.1,4,-1.1,-4,0.3
N#Cc1ccccc1S(=O)(=O)N1CCN(Cc2cc3c(cc2Br)OCCO3)CC1,2.0,-0.7,-8,9,-0.3,0.6,0.1,-2,-1.1,-4,2.2
CC(Oc1ccc(C#N)cc1)C(=O)NC1CCCC1 (configuration not stated),0.1,1.9,2,5,1.2,-0.2,-0.1,-3,-1.0,-2,-0.3
CCN(CC(=O)Nc1ccccc1C(F)(F)F)C(=O)c1cc(S(=O)(=O)N(C)C)ccc1N1CCCC1,-2.4,1.2,-2,0,1.6,-1.9,-0.1,-4,-1.0,-3,-0.3
CC(=O)Nc1ccc(S(=O)(=O)NCCc2cc3ccc(C)c(C)c3[nH]c2=O)cc1,-0.9,-0.9,-6,-5,0.4,0.6,1.7,-3,-1.4,-1,1.0
O=C(NCC1CCCO1)c1ccccc1NS(=O)(=O)c1ccc(Br)s1 (configuration not stated),0.0,1.1,10,-5,0.6,2.9,0.5,-6,-1.1,-2,-1.5
COc1cc(NS(=O)(=O)c2ccc(N=Cc3c(C)[nH]n(-c4ccccc4)c3=O)cc2)nc(OC)n1,-1.6,1.3,-5,0,1.4,-0.4,2.4,2,-1.4,0,0.9
CCOc1cc(CNCc2ccccc2)ccc1OCC(=O)NC1CCCCC1,-1.1,-2.6,-3,-1,0.2,-1.7,0.6,-3,-0.9,0,-3.6
COc1cc(OC)cc(C(=O)Nc2ccc3c(c2)CCCN3C(=O)c2cccs2)c1,0.7,-9.3,-8,1,-1.5,-6.1,-2.0,-3,-1.9,-4,-6.2
Cc1cccc(NC(=O)CSc2nnc(-c3ccc(S(=O)(=O)N4CCOCC4)cc3)n2C)c1,-2.4,1.0,4,0,-0.8,-1.2,1.7,6,-0.3,-4,-1.8
CC1CCCC(NC(=O)COC(=O)C2=COCCO2)C1C (configuration not stated),0.4,0.0,-6,1,-0.3,-1.9,0.8,4,-1.2,0,-0.5
CCOc1ccc(NCc2cc3cc(OC)ccc3[nH]c2=O)cc1,-3.1,0.4,1,1,0.7,1.9,-2.3,-394,-0.9,-3,2.1

# Screens (PubChem)

# Outcome played no part in choosing rows; 7% or so of the library scored in one or more.
